Source: PubChem (Broad Institute)
Casp6 inh – human caspase-6 inhibitors, primary screen, biochemical, VEID-R110 fluorescence, single point, set 2 | purified caspase-6, Z-VEID-R110 cleavage fluorescence | inhibition, % at 12.5 µM | 350,000 compounds, 0.53% hits | AID 686996, 2013;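 active means mean inhibition across replicates at least about 35%, with every replicate also reaching that limit, limit read from the data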;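 further: 0% = median of neutral control wells and 100% = no fluorescence left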
ERp5 inh – inhibitors of ERp5-driven insulin aggregation, primary screen, biochemical, turbidity, absorbance 650 nm, single point. Protein disulfide-isomerase A6 (Homo sapiens), Q15084. 90 min. inhibition, % at 9.99 µM. 350,000 compounds, 0.05% hits;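 active means mean replicate inhibition above about 25%, with every replicate also reaching it, limit read from the data, passing the limit was not always enough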
RAD52 anneal inh – RAD52 DNA annealing inhibitors, primary screen, biochemical, FRET, single point, set 2. 360,000 compounds, 0.46% hits. AID 651710, 2012. inhibition, % at 18.7 µM. recombinant RAD52 DNA annealing, FRET fluorescence. DNA repair protein RAD52 homolog (Homo sapiens), P43351;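 active means every replicate showing at least 50% inhibition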
Target sequence (P43351 whole entry, looked up): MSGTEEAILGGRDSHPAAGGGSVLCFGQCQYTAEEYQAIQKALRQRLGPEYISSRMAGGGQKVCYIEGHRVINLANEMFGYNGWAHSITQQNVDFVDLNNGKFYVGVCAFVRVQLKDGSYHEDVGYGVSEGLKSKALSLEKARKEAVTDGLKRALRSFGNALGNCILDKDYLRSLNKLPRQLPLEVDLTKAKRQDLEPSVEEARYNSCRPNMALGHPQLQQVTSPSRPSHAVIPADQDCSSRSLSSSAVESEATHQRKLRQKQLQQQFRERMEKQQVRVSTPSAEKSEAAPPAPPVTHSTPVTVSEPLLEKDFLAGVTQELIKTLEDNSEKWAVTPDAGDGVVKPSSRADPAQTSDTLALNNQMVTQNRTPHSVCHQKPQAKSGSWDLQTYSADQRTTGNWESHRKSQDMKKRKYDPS
RAD54 inh – inhibitors of human RAD54 branch migration, primary screen, biochemical, fluorescence, single point; 360,000 compounds, 0.14% hits; inhibition, % at 10.4 µM; AID 602329, 2012; DNA repair and recombination protein RAD54-like (Homo sapiens), Q92698; RAD54 Holliday junction branch migration, FAM/BHQ fluorescence;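 active means mean normalized replicate activity at least 40 and at least half of replicates scoring 40 or more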;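 further: 0% = median of neutral control wells and 100% = median of positive control wells; inhibitors cause a drop in the FAM fluorescence signal; in these data hits start at about 50%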
ARNT TACC3 PPI – disruptors of ARNT/TACC3 protein interaction, primary screen, biochemical, AlphaScreen, single concentration; 390,000 compounds, 0.66% hits; inhibition, % at 9.99 µM; AlphaScreen His-ARNT PAS-B/GST-TACC3 binding, luminescence; TACC3 fragment carries E629A point mutation;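 active means mean inhibition of replicates at least 50% and at least half of replicates each reaching 50%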;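 further: 0% = complete ARNT plus TACC3 wells and 100% = ARNT alone without TACC3; many hits fall short of the cut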
E-sel inducer – E-selectin induction in HUVECs, primary screen, imaging, HUVEC, immunofluorescence imaging, single point. normalized: neutral wells 0, TNF-alpha wells 100. activation, % at 7.58 µM. 260,000 compounds, 0.37% hits;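 active means mean E-selectin-positive cell signal at least 10% of the positive control, reached in at least 60% of replicates, without over 20% cell loss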;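 further: in these data hits start at about 27%; measured in HUVEC primary endothelial cells; signal is the percent of cells scored E-selectin positive by PE staining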
Target sequence (P16581 whole entry, looked up): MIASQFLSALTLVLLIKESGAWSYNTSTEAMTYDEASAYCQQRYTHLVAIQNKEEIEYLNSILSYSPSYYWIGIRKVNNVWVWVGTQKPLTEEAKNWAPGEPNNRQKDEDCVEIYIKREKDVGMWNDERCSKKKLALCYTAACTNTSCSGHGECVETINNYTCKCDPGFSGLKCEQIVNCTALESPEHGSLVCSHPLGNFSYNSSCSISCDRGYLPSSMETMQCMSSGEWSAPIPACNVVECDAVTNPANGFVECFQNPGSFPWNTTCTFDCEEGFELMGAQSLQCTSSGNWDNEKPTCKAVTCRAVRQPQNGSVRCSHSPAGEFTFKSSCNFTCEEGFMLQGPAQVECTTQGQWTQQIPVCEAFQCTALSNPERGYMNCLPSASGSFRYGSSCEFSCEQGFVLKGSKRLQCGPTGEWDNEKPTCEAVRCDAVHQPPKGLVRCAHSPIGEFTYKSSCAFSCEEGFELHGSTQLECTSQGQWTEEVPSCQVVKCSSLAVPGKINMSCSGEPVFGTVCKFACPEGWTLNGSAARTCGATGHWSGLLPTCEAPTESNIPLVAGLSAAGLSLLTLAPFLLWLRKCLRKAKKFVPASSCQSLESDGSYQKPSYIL
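Test system: HUVEC; input: 3,000 HUVEC/well; measured by: immunofluorescence imaging; read-out: % PE-positive cells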
esBAF inh – Bmi1 luciferase reporter increase in mESCs, primary screen, esBAF inhibitor project, mouse ES cells, Bmi1 luciferase knock-in, single point. 24 h; 100% = twice the neutral-well signal. 350,000 compounds, 2% hits. reporter increase, % at 12.5 µM; in the data active means activation above about 40%;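 further: 0% = median of the plate's neutral control wells and 100% = double that signal; a rise in the Bmi1 reporter signal indicates esBAF inhibition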
PglD DTNB – C. jejuni PglD acetyltransferase inhibitors, primary screen, biochemical, DTNB colorimetric, single point; UDP-N-acetylbacillosamine N-acetyltransferase PglD (Campylobacter jejuni); purified PglD enzyme, DTNB colorimetric CoA detection; inhibition, % at 12.5 µM; 360,000 compounds, 0.098% hits; in the data active means inhibition above about 16%, passing the limit was not always enough; further: strong numbers were not always called active
* hit, by the source's call; / = not tested or not shown. Outcome played no part in choosing rows; any-hit rate near 3.2%.

SMILES	Casp6 inh	ERp5 inh	RAD52 anneal inh	RAD54 inh	ARNT TACC3 PPI	E-sel inducer	esBAF inh	PglD DTNB
C[C@@H]1CCCCO[C@@H](CN(C)S(C)(=O)=O)[C@@H](C)CN([C@H](C)CO)C(=O)c2cc(NS(=O)(=O)c3cn(C)cn3)ccc2O1	0.8	-2.0	8.6	-13.9	-3.5	0.1	-4.8	-4.0
Cc1ccccc1Nc1nc(N)nc(CSCc2c(C)noc2C)n1	/	/	/	-4.1	1.0	/	-3.1	2.2
CN(C)C(CNC(=O)Cc1cccc(C(F)(F)F)c1)c1ccccc1 (centres undefined)	2.8	-4.7	-6.5	-0.7	2.6	0.0	0.6	-5.2
COc1ccc(S(=O)(=O)N2CCC(C(=O)NCCN3CCOCC3)CC2)cc1C	0.3	-4.1	3.4	2.4	-34.8	/	0.7	0.7
Cc1cc(=O)oc2c3c(cc(OCC(=O)N4CCC(C(=O)O)CC4)c12)OC(C)(C)CC3	-3.0	7.6	-22.5	-3.4	32.7	/	-8.3	3.4
CC1CC(C)CN(C(=O)COC(=O)c2ccc3c(c2)OCCO3)C1 (centres undefined)	-7.0	5.6	-7.4	1.3	-11.7	-0.1	0.7	-1.4
CCCCCCN1C[C@@H](O)[C@H](n2cc(C3CC3)nn2)C[C@@H]1c1ccc(OC)cc1	-0.3	3.6	-13.0	-3.2	/	/	-6.2	-3.1
O=C(Nc1ccc2c(c1)OCO2)N[C@@H]1CC[C@H](CC(=O)N2CCN(c3ccccc3)CC2)O[C@H]1CO	-1.1	5.8	-7.6	2.2	-0.5	-0.3	4.3	0.2
C[C@@H]1CN([C@H](C)CO)C(=O)c2cc(C#Cc3ccncc3)cnc2O[C@@H]1CN(C)S(=O)(=O)c1ccccc1F	0.4	/	-3.5	5.3	3.8	/	0.6	1.0
Cc1c(Cl)cccc1NC(=O)Cn1cnc(S(=O)(=O)N2CCCC2)c1	/	/	/	-4.5	-6.7	/	-0.8	-6.6
CC(C)CCNC(=O)NC(=O)COC(=O)CNC(=O)C1CCCCC1	1.8	-4.9	-8.5	1.1	-6.3	/	-7.6	-0.2
O=c1cc(CSc2ccccc2)nc(-c2ccccc2)[nH]1	-6.6	-3.4	-5.2	/	1.7	/	/	/
CCOC(=O)c1cc(C(=O)c2cc(Br)ccc2O)coc1=N	-0.4	-5.2	-13.3	/	1.0	/	/	/
CCN(CC)CCOC(=O)c1ccc(NC(=O)/C=C/c2cccs2)cc1	-9.9	-0.8	58.0*	/	/	0.2	/	/
CCCN(Cc1ccccc1)C(=S)Nc1ccc(C(C)=O)cc1	-1.1	1.0	-50.6	-17.8	-6.0	2.9	8.0	-1.3
CCCN1CCC(=O)N(CCOc2ccccc2)CC1	-1.2	2.2	-16.1	5.6	4.8	-0.2	1.5	-0.3
COc1ccc2cc(C3(C)NC(=O)NC3=O)ccc2c1 (centres undefined)	/	/	/	3.4	-7.0	/	-3.0	-1.0
C=CCNCC(=O)NN=C(c1ccccc1)c1ccccc1	/	/	/	-14.6	1.8	/	-11.0	1.9
O=C(CCCN1C(=O)/C(=C/c2ccccc2OC(F)F)SC1=S)Nc1cccnc1	-0.2	-6.5	-143.3	-20.3	5.9	-0.4	-0.4	-5.2
CCc1ccccc1NC(=O)C1C2C=CC(O2)C1C(=O)O (centres undefined)	-0.8	1.9	8.5	3.8	-5.7	0.0	-11.6	-0.1
COC(=O)CCC(=O)N1CCCC(CNS(=O)(=O)c2ccc(OC)cc2)C1 (centres undefined)	1.6	-1.7	-13.0	/	5.7	1.9	/	/
COc1cccc(C(C(=O)NCC2CCCO2)N(C(=O)Cn2nnc3ccccc32)c2ccc(NC(C)=O)cc2)c1OC (centres undefined)	-0.4	-7.4	-1.3	/	-1.0	/	-4.0	/
COc1cccc(/C=C2\SC(=S)N(CCC(=O)Nc3ccc(O)cc3)C2=O)c1	2.1	5.9	2.3	0.2	-5.6	-0.1	35.8	-4.6
O=C(/C=C/c1ccc(Cl)cc1)N(Cc1cccs1)C1CCS(=O)(=O)C1 (centres undefined)	-6.4	1.9	-8.0	-2.0	3.3	9.0	-3.0	-1.9
Cc1cc(C(=O)OCC(=O)Nc2ccc(S(=O)(=O)N3CCOCC3)cc2)c(C)o1	/	/	/	-4.4	3.7	/	-10.9	7.0
O=C(NNC(=O)c1cccs1)c1csc(N2CCOCC2)n1	-4.1	-5.8	-4.2	6.7	-1.4	1.7	-4.1	0.9
Cc1[nH][nH]c(=O)c1C(c1ccccc1[N+](=O)[O-])C(C#N)C#N (centres undefined)	9.7	2.5	-10.1	-0.7	8.1	/	-1.3	-1.2
CN(c1ccccc1)S(=O)(=O)c1nnc(NC(=O)C2CCCCC2)s1	5.1	/	-6.8	8.8	-1.7	0.1	-1.0	0.7
CN(CC1COc2ccccc2O1)C(=O)c1cccc(S(=O)(=O)N2CCCC2)c1 (centres undefined)	-5.4	-6.8	-7.1	-9.0	0.2	-0.5	13.2	1.5
COC(=O)C1=C(C)N(Cc2cccc(C(F)(F)F)c2)C(=NCc2cc(OC)c(OC)c(OC)c2)NC1c1cccc(C(F)(F)F)c1 (centres undefined)	7.0	5.5	-25.4	/	/	1.4	/	/
O=C(CN1CCN(S(=O)(=O)c2ccccc2)CC1)Nc1ccc(Cl)cn1	1.2	-6.0	-6.5	-0.3	-1.9	0.6	-5.4	-0.9
COc1cccc(N2CC(C(=O)Nc3nnc(SCC(=O)NCC4CCCO4)s3)CC2=O)c1 (centres undefined)	4.9	-7.1	-13.9	5.5	-3.3	-0.4	-8.1	-6.2
CCC(=O)Nc1ccc2c(c1)C(=O)N(C)C[C@@H](OC)[C@H](C)CN(C(=O)Cc1ccccn1)[C@H](C)CO2	-1.3	1.0	-25.4	-0.6	10.4	0.3	1.0	-0.6
O=C(NCc1ccc(F)cc1)c1ccc(CNc2c(N3CCOCC3)c(=O)c2=O)cc1	-3.4	3.1	-6.5	-12.8	0.2	0.2	-12.1	0.6
O=C(C[C@@H]1C[C@@H]2c3cc(NC(=O)C4CCOCC4)ccc3O[C@@H]2[C@H](CO)O1)NCc1ccncc1	-2.2	-1.8	-1.7	-4.0	-0.9	-0.3	-0.9	1.8
C[C@H]1CN([C@@H](C)CO)C(=O)c2cccc(NC(=O)Nc3ccc(F)cc3)c2O[C@H]1CN(C)Cc1ccncc1	-2.1	-9.4	-5.2	9.7	4.4	58.3*	1.3	-3.1
COc1ccccc1OCC(=O)N/N=C1\CCc2ccccc21	/	/	/	-18.0	6.7	/	46.2*	3.1
CCSc1nnc(-c2cc(Br)ccc2N=Cc2c(C)[nH]n(-c3ccccc3)c2=O)c(=O)[nH]1	-2.2	-4.4	-69.4	/	6.6	/	/	/
O=C(C[C@H]1CC[C@H]2[C@@H](COC[C@H](O)CN2S(=O)(=O)c2ccccc2)O1)NCc1ccc(-c2ccccc2)cc1	-11.0	0.1	91.9*	2.5	18.7	0.3	6.1	-0.7
CCCC(=O)Nc1ccc(C(N)=O)cc1	5.9	-6.9	-30.5	/	-6.3	/	1.8	/

A portion from further up:
SMILES	Casp6 inh	ERp5 inh	RAD52 anneal inh	RAD54 inh	ARNT TACC3 PPI	E-sel inducer	esBAF inh	PglD DTNB
C[C@@H]1CCCCO[C@@H](CN(C)S(C)(=O)=O)[C@@H](C)CN([C@H](C)CO)C(=O)c2cc(NS(=O)(=O)c3cn(C)cn3)ccc2O1	0.8	-2.0	8.6	-13.9	-3.5	0.1	-4.8	-4.0
Cc1ccccc1Nc1nc(N)nc(CSCc2c(C)noc2C)n1	/	/	/	-4.1	1.0	/	-3.1	2.2
CN(C)C(CNC(=O)Cc1cccc(C(F)(F)F)c1)c1ccccc1 (centres undefined)	2.8	-4.7	-6.5	-0.7	2.6	0.0	0.6	-5.2
COc1ccc(S(=O)(=O)N2CCC(C(=O)NCCN3CCOCC3)CC2)cc1C	0.3	-4.1	3.4	2.4	-34.8	/	0.7	0.7
Cc1cc(=O)oc2c3c(cc(OCC(=O)N4CCC(C(=O)O)CC4)c12)OC(C)(C)CC3	-3.0	7.6	-22.5	-3.4	32.7	/	-8.3	3.4
CC1CC(C)CN(C(=O)COC(=O)c2ccc3c(c2)OCCO3)C1 (centres undefined)	-7.0	5.6	-7.4	1.3	-11.7	-0.1	0.7	-1.4
CCCCCCN1C[C@@H](O)[C@H](n2cc(C3CC3)nn2)C[C@@H]1c1ccc(OC)cc1	-0.3	3.6	-13.0	-3.2	/	/	-6.2	-3.1
O=C(Nc1ccc2c(c1)OCO2)N[C@@H]1CC[C@H](CC(=O)N2CCN(c3ccccc3)CC2)O[C@H]1CO	-1.1	5.8	-7.6	2.2	-0.5	-0.3	4.3	0.2

Later entries:
SMILES	Casp6 inh	ERp5 inh	RAD52 anneal inh	RAD54 inh	ARNT TACC3 PPI	E-sel inducer	esBAF inh	PglD DTNB
O=C1NC(O)(c2ccccc2)Oc2ccccc21 (centres undefined)	0.4	6.0	2.4	-3.3	-3.4	-0.2	21.4	-2.3
CCS(=O)(=O)N1CCN(C(=O)COc2ccc(-c3ccccc3)cc2)CC1	/	/	/	-4.0	-2.7	/	-0.4	-0.3
CO[C@H]1CN(C)C(=O)c2cc(NC(=O)Cc3ccccc3)ccc2OC[C@@H](C)N(C(=O)c2ccccc2F)C[C@H]1C	-0.8	-6.4	4.9	-5.5	-3.5	0.1	3.1	1.4
COc1cccc(C(=O)NC(=S)Nc2ccc(N3CCCC3)cc2)c1	/	/	/	-7.9	18.7	/	-6.6	-1.7
O=C(C[C@@H]1C[C@H]2c3cc(NC(=O)c4cccnc4)ccc3O[C@H]2[C@H](CO)O1)NCc1cccc(F)c1	-1.0	-2.4	-6.2	2.6	-2.1	-0.3	-4.1	3.4
C[C@H](CO)N1C[C@H](C)[C@H](CN(C)C(=O)Nc2ccc(F)cc2)Oc2ncc(C#Cc3ccc(C(F)(F)F)cc3)cc2C1=O	-0.7	-3.5	-4.5	10.4	0.6	0.3	3.4	-2.7
Cc1c(C(=O)N2CCOCC2)sc(NC(=O)c2ccccc2F)c1C#N	6.6	0.8	-11.0	-21.5	0.5	/	-2.1	-0.1
O=C(NCCS(=O)(=O)N1CCN(c2ccccc2)CC1)c1ccc2c(c1)OCO2	-1.2	-0.3	-6.5	-1.6	-1.7	10.0	-2.5	0.8
N#C[C@@H]1[C@H](c2ccc(C#CC3CC3)cc2)[C@@H](CO)N1S(=O)(=O)c1ccccc1	0.4	0.5	-72.9	11.6	6.5	0.4	4.0	-2.0
Cc1noc(C)c1S(=O)(=O)Nc1ccc2c(c1)C(=O)N([C@@H](C)CO)C[C@@H](C)[C@H](CN(C)C(=O)Cc1ccccc1)OCCCC[C@H](C)O2	1.0	12.6	-4.2	-1.3	-7.3	-0.8	0.3	0.0
CCC(C)[C@H](NC(=O)c1cc2cc(Cl)ccc2n1C)C(=O)N1CCC(C(=O)O)CC1 (some centres undefined)	2.0	-2.1	-8.5	3.5	5.0	/	-4.0	-1.4
C#CC(=O)N(c1cccc(OC)c1)C(C(=O)NC1CCCC1)c1cccs1 (centres undefined)	4.3	-7.4	-8.3	-3.3	-9.0	/	-62.6	4.1
Nn1c(SCC(=O)Nc2ccc(N3CCOCC3)cc2)nnc1-c1ccccc1F	-5.7	-2.8	-16.3	-7.0	-2.9	/	18.1	-2.3
